High-throughput results deposited in PubChem BioAssay by Broad Institute.
C diff growth: C. difficile growth inhibitors, primary screen, HTS. 86,000 compounds, 0.25% hits. AID 1259249, 2017. Clostridium difficile clinical isolate growth, OD600, 24 h; stronger effect = lower value. growth activity, negative = inhibition, % at 16 µg/mL (by protocol);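 active = mean growth activity at or below -80% and every replicate also at or below -80%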;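 also: 0% = DMSO wells and -100% = levofloxacin 16 µg/mL wells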
Pf Dd2 inh: P. falciparum Dd2 growth inhibitors, primary screen, SYBR Green fluorescence, single dose replicates; 72 h; stronger effect = lower value; activity change, % at 10 µM; 94,000 compounds, 2.3% hits; AID 1159554, 2015; in the data active = activity change below about -80%
GASC1 inh: inhibitors of GASC-1 (KDM4C) histone demethylase, primary screen, biochemical, single concentration HTS. 96,000 compounds, 0.15% hits. GST-KDM4C 2-372, H3K9me3 peptide, LANCE TR-FRET. inhibition, % at 12.5 µM. Lysine-specific demethylase 4C (Homo sapiens), Q9H3R0;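 active = mean replicate inhibition above about 25%, with at least 55% of replicates also reaching it, limit read from the data, passing the limit was not always enough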
Target sequence (Q9H3R0 2-372 limits assumed): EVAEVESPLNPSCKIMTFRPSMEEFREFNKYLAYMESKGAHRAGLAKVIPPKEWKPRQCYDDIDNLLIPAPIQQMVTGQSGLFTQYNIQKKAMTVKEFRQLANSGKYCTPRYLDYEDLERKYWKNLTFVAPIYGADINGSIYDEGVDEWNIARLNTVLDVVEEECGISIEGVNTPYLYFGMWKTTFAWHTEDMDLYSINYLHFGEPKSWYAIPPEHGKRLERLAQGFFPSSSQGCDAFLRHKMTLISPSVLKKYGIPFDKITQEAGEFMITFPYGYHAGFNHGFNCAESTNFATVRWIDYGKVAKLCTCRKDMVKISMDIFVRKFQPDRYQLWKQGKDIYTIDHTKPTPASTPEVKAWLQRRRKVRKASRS
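material = GST-tagged GASC-1 (JMJD2C) catalytic fragment, aa 2-372 | amount = enzyme final amount 10 nM | medium = HEPES buffer, pH 7.5, plus ascorbate | also added = H3K9me3 peptide substrate, Fe(II), 2-oxoglutarate | dosing = single dose | times = 30 min demethylation and 1 h detection at room temperature | detection = LANCE TR-FRET | read-out basis = Fall in 671/618 emission ratio as inhibition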
Tcruzi prolif: T. cruzi intracellular proliferation inhibitors, primary screen, cell-based, beta-gal Tulahuen parasites, NIH3T3 host, luminescence; T. cruzi beta-gal in NIH3T3, GalScreen luminescence, 90 h; inhibition, % at 8.34 µM; 77,000 compounds, 5.9% hits;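 active = mean inhibition above about 93%, with at least 55% of replicates each passing it, limit read from the data, passing the limit was not always enough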
Active calls of the source: *; & = joins results of further samples.

For O=C(C[C@@H]1CC[C@H]2[C@@H](COC[C@H](O)CN2C(=O)Nc2ccc3c(c2)OCO3)O1)N1CCN(c2ccccc2)CC1 the results were C diff growth -6&-7, Pf Dd2 inh 6 and GASC1 inh 2.8.
For CCC(=O)N[C@@H]1CC[C@H](CC(=O)NCc2cc(F)cc(F)c2)O[C@H]1CO the results were Pf Dd2 inh 15, GASC1 inh 0.2 and Tcruzi prolif -39.
Screening CCCC(=O)Nc1ccc2c(c1)OC[C@H](C)N(C(=O)CN(C)C)C[C@H](C)[C@H](OC)CN(C)C2=O returned Pf Dd2 inh -26, GASC1 inh 1.0 and Tcruzi prolif 30.
Screening OC[C@@H]1[C@H](c2ccccc2)C2(CN(Cc3nccs3)C2)N1CC1CCOCC1 returned C diff growth -3, Pf Dd2 inh -32 and GASC1 inh 0.2.
Screening Cc1noc(C)c1NC(=O)N(C)C[C@@H]1Oc2ccc(NC(=O)Cc3ccccc3)cc2C(=O)N([C@@H](C)CO)C[C@@H]1C returned C diff growth 1, Pf Dd2 inh 7, GASC1 inh -0.7 and Tcruzi prolif 27.
For COc1ccccc1C#Cc1ccc2c(c1)O[C@@H](CN(C)C)[C@H](C)CN([C@H](C)CO)S2(=O)=O the results were C diff growth 3, Pf Dd2 inh -59 and GASC1 inh -1.2.
For COCC#Cc1cnc2c(c1)C(=O)N([C@H](C)CO)C[C@@H](C)[C@H](CN(C)S(=O)(=O)c1cccc(OC)c1)O2 the results were C diff growth 5, Pf Dd2 inh -15, GASC1 inh -1.0 and Tcruzi prolif 50.
`C[C@H]1CN([C@@H](C)CO)C(=O)c2cc(NS(=O)(=O)c3cn(C)cn3)ccc2O[C@@H]1CN(C)S(=O)(=O)c1cn(C)cn1` gave Pf Dd2 inh 0, GASC1 inh 2.1 and Tcruzi prolif 15.
`C/C=C/c1ccc([C@H]2[C@H](CO)N(S(=O)(=O)CC)C23CN(C(=O)CC)C3)cc1` gave C diff growth 3, Pf Dd2 inh -4 and GASC1 inh 0.9.
For CC(C)NC(=O)N(C)C[C@H]1OCCCC[C@H](C)Oc2ccc(NS(=O)(=O)c3ccc(Cl)cc3)cc2C(=O)N([C@H](C)CO)C[C@@H]1C the results were C diff growth -6, GASC1 inh -0.2 and Tcruzi prolif -82.
C[C@@H]1CCCCO[C@@H](CN(C)S(=O)(=O)c2cn(C)cn2)[C@@H](C)CN([C@@H](C)CO)C(=O)c2cc(NC(=O)Nc3ccc(F)cc3)ccc2O1 was read as Pf Dd2 inh -35, GASC1 inh 0.2 and Tcruzi prolif -46.
Screening CC(C)NC(=O)N1C[C@H]2[C@@H](c3ccccc31)[C@H](CO)N2Cc1ccccc1 returned C diff growth -2, Pf Dd2 inh 12, GASC1 inh 1.3 and Tcruzi prolif 4.
N#C[C@@H]1[C@H](c2ccc(C3=CCCC3)cc2)[C@@H](CO)N1C(=O)c1ccccn1 was read as C diff growth -4, Pf Dd2 inh 17, GASC1 inh 2.5 and Tcruzi prolif 38.
For CCCc1cn(CC[C@@H]2CC[C@H](NC(=O)Nc3ccccc3F)[C@H](CO)O2)nn1 the results were Pf Dd2 inh -23, GASC1 inh -0.2 and Tcruzi prolif 22.
COc1cccc(-c2cccc(-c3nc(C(=O)NCCCN4CCOCC4)cc4c3[C@@H](CCO)N(S(=O)C(C)(C)C)C4)c2)c1 (some centres undefined) was read as Pf Dd2 inh -27, GASC1 inh 0.1 and Tcruzi prolif 56.
For Cc1ccc(S(=O)(=O)Nc2ccc3c(c2)C(=O)N([C@@H](C)CO)C[C@H](C)[C@@H](CN(C)S(=O)(=O)c2cccs2)O3)cc1 the results were C diff growth -6, Pf Dd2 inh 6, GASC1 inh 3.2 and Tcruzi prolif -56.
`C[C@@H]1CN([C@@H](C)CO)C(=O)c2cccc(NC(=O)Nc3ccc(C(F)(F)F)cc3)c2O[C@H]1CN(C)C(=O)Nc1ccccc1` gave C diff growth 12, Pf Dd2 inh -19, GASC1 inh -1.3 and Tcruzi prolif 35.
`Cc1ccc(S(=O)(=O)N[C@H]2CC[C@@H](CCNC(=O)C3CCCCC3)O[C@@H]2CO)cc1` gave Pf Dd2 inh 5, GASC1 inh 1.2 and Tcruzi prolif 27.
For CO[C@H]1CN(C)C(=O)c2ccc(NC(=O)C3CCC3)cc2OC[C@@H](C)N(C(=O)NC(C)C)C[C@H]1C the results were C diff growth 4, Pf Dd2 inh -22, GASC1 inh -0.3 and Tcruzi prolif 17.
`C[C@@H]1CN([C@@H](C)CO)C(=O)c2cc(C#CC3CC3)cnc2O[C@H]1CN(C)C` gave C diff growth 2, Pf Dd2 inh 32, GASC1 inh 0.9 and Tcruzi prolif -34.

Fetched by compound from above, four records:
`C[C@@H]1CN([C@@H](C)CO)C(=O)c2cc(C#CC3CC3)cnc2O[C@H]1CN(C)C` gave C diff growth 2, Pf Dd2 inh 32, GASC1 inh 0.9 and Tcruzi prolif -34.
For CO[C@H]1CN(C)C(=O)c2ccc(NC(=O)C3CCC3)cc2OC[C@@H](C)N(C(=O)NC(C)C)C[C@H]1C the results were C diff growth 4, Pf Dd2 inh -22, GASC1 inh -0.3 and Tcruzi prolif 17.
For Cc1ccc(S(=O)(=O)Nc2ccc3c(c2)C(=O)N([C@@H](C)CO)C[C@H](C)[C@@H](CN(C)S(=O)(=O)c2cccs2)O3)cc1 the results were C diff growth -6, Pf Dd2 inh 6, GASC1 inh 3.2 and Tcruzi prolif -56.
Screening CC(C)NC(=O)N1C[C@H]2[C@@H](c3ccccc31)[C@H](CO)N2Cc1ccccc1 returned C diff growth -2, Pf Dd2 inh 12, GASC1 inh 1.3 and Tcruzi prolif 4.

(cont.)
For O=C(Nc1ccc(F)cc1)N[C@H]1CC[C@H](CC(=O)N2CCCCC2)O[C@@H]1CO the results were C diff growth 0, Pf Dd2 inh 3, GASC1 inh -1.4 and Tcruzi prolif -28.
Screening COc1ccc(NC(=O)N[C@H]2CC[C@H](CCn3cc(-c4ccccn4)nn3)O[C@H]2CO)cc1 returned Pf Dd2 inh 19, GASC1 inh 1.1 and Tcruzi prolif 3.
C[C@H]1CN([C@@H](C)CO)C(=O)c2cccc(NS(C)(=O)=O)c2O[C@@H]1CN(C)CC1CCCCC1 was read as C diff growth 0, Pf Dd2 inh 3, GASC1 inh -2.3 and Tcruzi prolif 7.
For COCC(=O)N(C)C[C@@H]1Oc2cc(C#Cc3cccnc3)ccc2S(=O)(=O)N([C@@H](C)CO)C[C@H]1C the results were C diff growth -3, Pf Dd2 inh -18 and GASC1 inh -5.8.
COCC#Cc1ccc([C@H]2[C@@H](CO)N3C(=O)CN(C(=O)C4CCCC4)C[C@@H]23)cc1 was read as C diff growth 3, Pf Dd2 inh 9 and GASC1 inh 0.4.
CN1c2ccc(-c3cccc(C#N)c3)cc2[C@@H]2[C@@H](CCN2C(=O)c2cccc(F)c2)[C@@H]1CO was read as C diff growth 14, Pf Dd2 inh 2, GASC1 inh -2.2 and Tcruzi prolif -5.
For Cc1ccccc1S(=O)(=O)N1CC(=O)N2[C@H](CO)[C@@H](c3ccc(C#CCN(C)C)cc3)[C@@H]2C1 the results were C diff growth 1, Pf Dd2 inh -38 and GASC1 inh 2.8.
For CN(C)CC(=O)N1[C@@H](C#N)[C@H](c2ccc(-c3ccc(C(=O)N(C)C)cc3)cc2)[C@@H]1CO the results were C diff growth -2, Pf Dd2 inh 30, GASC1 inh 4.3 and Tcruzi prolif 22.
`O=C(CC(F)(F)F)N1C[C@H]2[C@@H](c3ccccc31)[C@H](CO)N2C(=O)CN1CCOCC1` gave C diff growth -2, Pf Dd2 inh -12, GASC1 inh 3.0 and Tcruzi prolif -15.
COc1ccccc1NC(=O)N[C@@H]1CC[C@H](CCn2cc(-c3cccnc3)nn2)O[C@@H]1CO was read as Pf Dd2 inh -13, GASC1 inh 0.5 and Tcruzi prolif -1.
For C[C@H](CO)N1C[C@H](C)[C@@H](CN(C)Cc2ccc(C(F)(F)F)cc2)Oc2ccc(NC(=O)Nc3ccc(F)cc3)cc2C1=O the results were C diff growth 12, Pf Dd2 inh -12, GASC1 inh 0.6 and Tcruzi prolif 70.
COc1cccc(NC(=O)Nc2ccc3c(c2)C(=O)N(C)[C@H]2CC[C@H](CC(=O)NCCc4ccccc4)O[C@@H]2CO3)c1 was read as C diff growth -2, GASC1 inh -3.6 and Tcruzi prolif 35.
`CO[C@H]1CN(C)C(=O)c2cc(NS(C)(=O)=O)ccc2OC[C@H](C)N(C(=O)C2CCOCC2)C[C@@H]1C` gave Pf Dd2 inh -5, GASC1 inh 1.0 and Tcruzi prolif -29.
CCC(=O)N1Cc2cc(C(=O)N(C)C)nc(-c3cccc(-c4cncnc4)c3)c2[C@H]1CCO was read as C diff growth 0, GASC1 inh 1.4 and Tcruzi prolif 23.
Screening C[C@@H]1CN([C@H](C)CO)C(=O)c2cc(C#Cc3ccccc3)cnc2O[C@H]1CN(C)CC1CCOCC1 returned C diff growth 5, Pf Dd2 inh -27, GASC1 inh -0.8 and Tcruzi prolif 32.
For C[C@H]1CN([C@@H](C)CO)C(=O)c2cc(NC(=O)CCCCCC(=O)Nc3ccccc3N)ccc2O[C@H]1CN(C)C the results were C diff growth 22, Pf Dd2 inh 30 and GASC1 inh 3.8.
For CN1CCN(C(=O)C[C@@H]2CC[C@H]3[C@@H](COC[C@H](O)CN3C(=O)C3CCCC3)O2)CC1 the results were Pf Dd2 inh 5, GASC1 inh 0.2 and Tcruzi prolif 9.
COc1ccc(NC(=O)Nc2ccc3c(c2)C(=O)N([C@H](C)CO)C[C@@H](C)[C@@H](CN(C)C(=O)CCC(F)(F)F)OCCCC[C@H](C)O3)cc1 was read as C diff growth 0, Pf Dd2 inh -47, GASC1 inh 0.4 and Tcruzi prolif 46.
`O=C(c1ccccc1)N1C[C@@H]2[C@H](c3ccccc31)[C@@H](CO)N2Cc1ccccc1F` gave C diff growth 3, Pf Dd2 inh -11, GASC1 inh -0.1 and Tcruzi prolif -7.
C[C@@H]1CCCCO[C@@H](CN(C)Cc2ccc(C(F)(F)F)cc2)[C@H](C)CN([C@H](C)CO)C(=O)c2cc(NS(=O)(=O)c3ccccc3)ccc2O1 was read as Pf Dd2 inh -20, GASC1 inh -0.2 and Tcruzi prolif 74.
`O=S(=O)(c1ccc(F)cc1)N1CCCCN2[C@H](CO)[C@@H](c3ccc(-c4ccccc4)cc3)[C@@H]2C1` gave C diff growth 8, Pf Dd2 inh -3, GASC1 inh -1.1 and Tcruzi prolif 64.
`Cc1ccc(NC(=O)C[C@H]2CC[C@H]3[C@@H](COc4ccc(NC(=O)C5CCCCC5)cc4C(=O)N3C)O2)cc1` gave C diff growth 5, Pf Dd2 inh 10 and GASC1 inh -1.6.
For C[C@H](CO)N1C[C@H](C)[C@H](CN(C)Cc2cccnc2)Oc2ncc(C3=CCCC3)cc2C1=O the results were C diff growth 4, Pf Dd2 inh 13 and GASC1 inh -0.7.
For C[C@@H]1CN([C@@H](C)CO)S(=O)(=O)c2ccc(-c3ccccc3)cc2O[C@@H]1CN(C)C(=O)CC1CC1 the results were C diff growth -1, Pf Dd2 inh -7, GASC1 inh -1.5 and Tcruzi prolif 52.
COc1ccc(NC(=O)N(C)C[C@@H]2OCCCC[C@H](C)Oc3ccc(NS(=O)(=O)c4ccc(Cl)cc4)cc3C(=O)N([C@H](C)CO)C[C@H]2C)cc1 was read as C diff growth -2, Pf Dd2 inh -41, GASC1 inh -1.7 and Tcruzi prolif 32.
C[C@@H]1CN([C@@H](C)CO)C(=O)c2cc(NS(C)(=O)=O)ccc2O[C@@H](C)CCCCO[C@H]1CN(C)C(=O)C1CCCCC1 was read as C diff growth -2, Pf Dd2 inh 8, GASC1 inh 1.6 and Tcruzi prolif 29.
`CCN(C[C@@H]1[C@@H](c2ccc(C3=CCCCC3)cc2)[C@@H](CO)N1CC1CC1)C(C)=O` gave C diff growth 4, Pf Dd2 inh -44, GASC1 inh 4.9 and Tcruzi prolif 54.
Screening CCCC#Cc1ccc2c(c1)O[C@H](CN(C)C(=O)CC1CC1)[C@@H](C)CN([C@H](C)CO)S2(=O)=O returned C diff growth 14, Pf Dd2 inh -46, GASC1 inh 1.8 and Tcruzi prolif 101*.
C[C@@H]1CN([C@H](C)CO)C(=O)c2cc(NC(=O)CCC(F)(F)F)ccc2O[C@H]1CN(C)C(=O)Nc1ccccc1 was read as C diff growth -1, Pf Dd2 inh 3, GASC1 inh 1.5 and Tcruzi prolif 35.
COc1ccc(NC(=O)Nc2cccc3c2O[C@H](CN(C)Cc2ccc(C(=O)O)cc2)[C@H](C)CN([C@H](C)CO)C3=O)cc1 was read as C diff growth 4, Pf Dd2 inh 17, GASC1 inh 0.1 and Tcruzi prolif -21.
For COc1ccc2c3c([nH]c2c1)[C@@H](CO)N(CC1CCCCC1)CC31CN(C(=O)C2CCOCC2)C1 the results were C diff growth 8, Pf Dd2 inh -46 and GASC1 inh 9.5.

This is a random part of the collection; 7.2% or so of the library scored in one or more.
